KinaseGlo FLuc: Counterscreen for Luciferase (Kinase-Glo TM) Inhibition; Kinase-Glo luciferase, ATP luminescence, 8 min; Potency, µM (titrated, usually from 38.3 µM), inactives show at the highest dose activity change, negative = inhibition, most hits filed as inhibitors; 200,000 compounds, 0.28% hits; AID 1379, 2008; also: % is scaled to controls: 0 for no effect and ±100 for the full control effect; nearly all actives have a fitted effect of over 60% in size
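Recombinant Kinase-Glo luciferase, 10 uM ATP (linear range), luciferin; imidazole pH 7.2 / KCl / MgCl2 / Tween / BSA buffer; 8 min RT; luminescence.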
SMN2 splice enh: qHTS Assay for Enhancers of SMN2 Splice Variant Expression | HEK293 SMN2-luciferase splicing reporter, luminescence, 30-36 h | Potency, µM (top dose mostly 46.1 µM), without a hit: at the top dose activity change, positive = activation, hits mostly activators | 210,000 compounds, 2.8% hits; also: % of control where 0% means no effect; nearly all actives have a fitted effect of over 55% in size
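qHTS luciferase splicing reporter: luminescence rises when SMN2 exon 7 is included in transfected HEK293 cells. Compound exposure lasted 30-36 h at 37C, with 4.5 mM final sodium butyrate as control, followed by a ONE-Glo read.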
L3MBTL1 inh: qHTS Assay for the Inhibitors of L3MBTL1. AlphaScreen L3MBTL1–H3K9me1 peptide binding. 230,000 compounds, 0.66% hits. AID 485360, 2010. Potency, µM (series often up to 57.1 µM), for inactives: at the highest dose activity, negative = inhibition, usual class: inhibitors; also: % is scaled to controls: 0 for no effect and ±100 for the full control effect; nearly all actives have a fitted effect of over 60% in size
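AlphaScreen assay: L3MBTL1 (50 nM final) was preincubated 30 min at room temperature with biotinylated H3(1-15)K9me1 peptide (75 nM final), then 30 min with library compounds; streptavidin donor and nickel chelate acceptor beads (10 ug/mL final) added, 30 min dark.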
LMNA splice mod: qHTS Assay for Modulators of Lamin A Splicing. AID 1487, 2009. HeLa LMNA splicing GFP/RFP minigene ratio, 48 h. Potency, µM (series often up to 46.1 µM), without a hit: at the highest dose ratio change, negative = inhibition, most hits filed as inhibitors. 200,000 compounds, 0.01% hits; active = well fitted inhibition curve with a large enough effect in the signal ratio, with a control signal flat, not every such curve was filed as active; inconclusive = small, poorly fitted or top-dose-only effect, or effect the other way, or a change in a side signal; the % refers to the signal ratio; also: % is scaled to controls: 0 for no effect and ±100 for the full control effect
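S3 HeLa cells stably expressing lamin A-EGFP splicing minigene plus DsRed2, 600 cells/well, 48 h compound exposure at 37C. Laser-scanning cytometry; analysed as GFP (500-530 nm)/RFP (575-640 nm) total intensity ratio; 0.5% DMSO vehicle.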
KDM4E inh: qHTS Assay for Inhibitors of Human Jumonji Domain Containing 2E (JMJD2E); Lysine-specific demethylase 4E (Homo sapiens), B2RXH2; JMJD2E catalytic domain, FDH-coupled NADH fluorescence (FDH is formaldehyde dehydrogenase); Potency, µM (highest dose often 57.1 µM), for inactives: at the top dose activity change, negative = inhibition, usual class: inhibitors; 230,000 compounds, 1.6% hits; AID 2147, 2009; active = well fitted inhibition curve with a large enough effect, not every such curve was filed as active; inconclusive = small, poorly fitted or top-dose-only effect, or another doubt; inactive = no such curve, though single readings can be large or run the other way;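 also: 0% = wells with enzyme and -100% = buffer wells without enzyme; nearly all actives have a fitted effect of over 50% in size; many of its hits are not listed in these tables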
Target sequence (B2RXH2 1-337 limits assumed): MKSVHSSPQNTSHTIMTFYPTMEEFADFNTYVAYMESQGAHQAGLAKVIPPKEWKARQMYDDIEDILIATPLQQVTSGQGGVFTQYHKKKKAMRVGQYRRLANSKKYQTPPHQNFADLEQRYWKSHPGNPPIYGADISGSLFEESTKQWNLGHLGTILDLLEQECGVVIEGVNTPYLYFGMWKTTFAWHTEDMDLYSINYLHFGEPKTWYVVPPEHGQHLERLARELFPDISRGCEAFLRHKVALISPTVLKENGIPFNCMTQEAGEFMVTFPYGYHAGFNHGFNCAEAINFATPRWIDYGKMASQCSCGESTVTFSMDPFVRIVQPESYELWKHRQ
ALDH1A1 block: qHTS Assay for Inhibitors of Aldehyde Dehydrogenase 1 (ALDH1A1). Purified ALDH1A1, NADH fluorescence, propionaldehyde substrate. Potency, µM (titrated, usually from 75.3 µM), for the others: at the top dose activity, negative = inhibition, most hits filed as inhibitors. 220,000 compounds, 7.3% hits; active = well fitted inhibition curve with a large enough effect, not every such curve was filed as active; inconclusive = small, poorly fitted or top-dose-only effect, or another doubt; inactive = no such curve, though single readings can be large or run the other way;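 also: plate controls were no enzyme wells and a reference inhibitor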
Target sequence (P00352 whole entry, looked up): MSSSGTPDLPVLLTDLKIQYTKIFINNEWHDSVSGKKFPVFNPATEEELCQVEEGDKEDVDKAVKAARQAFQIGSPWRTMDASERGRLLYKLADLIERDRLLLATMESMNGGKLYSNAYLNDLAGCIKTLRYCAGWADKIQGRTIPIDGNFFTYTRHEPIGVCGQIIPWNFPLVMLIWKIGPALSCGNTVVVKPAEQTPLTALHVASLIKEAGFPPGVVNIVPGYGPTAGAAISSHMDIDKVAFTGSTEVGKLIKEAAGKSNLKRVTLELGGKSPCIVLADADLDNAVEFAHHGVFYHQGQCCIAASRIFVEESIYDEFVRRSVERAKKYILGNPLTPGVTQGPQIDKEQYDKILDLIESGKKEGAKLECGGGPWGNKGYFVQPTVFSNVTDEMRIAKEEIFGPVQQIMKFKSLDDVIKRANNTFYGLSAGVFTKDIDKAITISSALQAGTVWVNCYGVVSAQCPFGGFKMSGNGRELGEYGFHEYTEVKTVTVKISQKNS
Tau fibril ThT: qHTS for Inhibitors of Tau Fibril Formation, Thioflavin T Binding. Microtubule-associated protein tau (Homo sapiens), P10636. recombinant tau K18 P301L (four-repeat tau fragment), heparin-induced fibrillization, ThT fluorescence. Potency, µM (top dose mostly 57.4 µM), for inactives: top-dose activity, negative = inhibition, hits mostly inhibitors. 270,000 compounds, 2.1% hits. AID 1460, 2008; also: % is scaled to controls: 0 for no effect and ±100 for the full control effect; nearly all actives have a fitted effect of over 55% in size
Target sequence (P10636 561-689 P618L limits assumed): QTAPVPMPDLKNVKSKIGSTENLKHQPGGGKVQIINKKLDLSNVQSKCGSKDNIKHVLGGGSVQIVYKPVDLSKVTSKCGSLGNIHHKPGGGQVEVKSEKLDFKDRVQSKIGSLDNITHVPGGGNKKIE
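K18 P301L tau (15 uM + 0.24 uM Alexa 594-tagged), heparin 20 uM, NaOAc pH 7, 6 h 37 C; ThT 30 uM, 1 h RT, ex 450/em 510 nm.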
RECQ1 helicase: qHTS Assay for Inhibitors of RecQ-Like Dna Helicase 1 (RECQ1). RECQ1 DNA unwinding, red fluorescence kinetic read. ATP-dependent DNA helicase Q1 (Homo sapiens), P46063. Potency, µM (highest dose often 57.3 µM), inactives show at the top dose activity, negative = inhibition, actives largely listed as inhibitors. 240,000 compounds, 0.54% hits;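 also: plate controls were vehicle for no effect and no enzyme for full effect; nearly all actives have a fitted effect of over 30% in size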
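RECQ1T1 50 nM; forked duplex (20 bp + 30-nt ss tails) 200 nM, ATP 2 mM final; pH 8.0, 2 mM MgCl2, 2.5 ug/ml poly(dI-dC); 15 min compound preincubation; discontinuous kinetic read over 2 h at RT.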
Numbers without * were called inactive; i = inactive; ? = inconclusive; . = no result given; [ ] = remark or other dose. Unless noted, calls follow the shape of the dose curve; as a rule, active = well fitted curve in the direction sought with a large enough effect; inconclusive = small, poorly fitted or top-dose-only effect, or another doubt; inactive = no such curve, though single readings can be large; an effect the other way counts as inactive or inconclusive. Potency is read from the fitted curve at half-maximal effect. Only part of the results is shown (hit frequency here may not be typical).

SMILES	KinaseGlo FLuc	SMN2 splice enh	L3MBTL1 inh	LMNA splice mod	KDM4E inh	ALDH1A1 block	Tau fibril ThT	RECQ1 helicase
COc1ccccc1/C=C(/C(=O)OCC(=O)Nc1ccc(N(C)C)cc1)c1ccccc1	0.0%	-3.7%	?	?	-14.8%	-0.1%	?	i
NCCCC[C@@H]1NC(=O)[C@H](CCC(=O)O)NC(=O)c2cc([N+](=O)[O-])cc(I)c2SC[C@@H](C(=O)NCC(N)=O)NC1=O	-0.9%	-13.8%	6.8%	-2.0%	-23.1%	4.3%	-6.0%	2.6%
COC(=O)C1=C(C)Nc2c(c(=O)n(C)c(=O)n2C)C1c1cccnc1 (stereo not given)	-4.1%	-3.1%	0.5%	-3.4%	-15.8%	3.9%	0.7%	-17.3%
CCn1c(SCC(=O)N2CCCC(C)C2)nnc1-c1ccc(S(=O)(=O)N2CCN(C)CC2)cc1 (stereo not given)	-3.4%	2.7%	.	5.0%	?	?	-0.6%	i
COc1ccc(NC(=O)Cn2nnc(C(=O)NCCc3ccc(OC)c(OC)c3)c2N)c(OC)c1	-1.7%	6.9%	2.5%	?	1.2%	1.1%	-11.5%	-3.0%
CC(=O)n1cc([C@@H]2C=C(C(=O)N3CCOCC3)O[C@H](OCc3ccc(CO)cc3)C2)c2ccccc21	.	.	5.3%	.	-9.9%	?	-11.2%	-4.1%
Cc1ccc(-c2noc(CCC(=O)NCC3CCN(Cc4cccc(C)c4)CC3)n2)cc1	1.2%	-15.8%	-4.6%	?	-0.8%	7.9%	-5.8%	i
CCOC(=O)c1c(C)n(C)c2ccc(OCC(O)CN3CCCCCC3)cc12 (stereo not given)	2.9%	-1.2%	.	-8.8%	-7.3%	7.5%	-10.1%	-0.2%
COc1cc(NC(=O)COC(=O)Cc2ccc(-c3ccccc3)cc2)cc(OC)c1	-2.3%	10.6%	5.3%	?	4.8%	?	12.2%	4.9%
CCc1cc(SC#N)cc(CC)c1NC(=O)CCl	-1.9%	-14.4%	-10.2%	?	1.2%	14.1µM*	3.55µM*	-1.7%
C/C(N)=C(/C#N)C(=O)CSc1nnc(NC(C)C)s1	-0.7%	10.1%	?	0.3%	5.2%	1.3%	-12.1%	-13.9%
C=CCNC(=O)/C(=C/c1cccc([N+](=O)[O-])c1)NC(=O)c1ccccc1	-0.3%	16.6%	7.7%	-18.5%[46 µM]	10.2%	3.2%	-0.1%	i
CCOC(=O)C1(C(F)(F)F)N=C(C(F)(F)F)Nc2cc(C)c(C)cc21 (stereo not given)	-4.1%	20.3%	9.5%	-3.2%	-0.4%	-1.4%	5.2%	i
O=C(Nc1ncc(Cc2ccccc2Cl)s1)c1ccc(-c2cccc([N+](=O)[O-])c2)o1	.	.	-9.1%	?	-4.8%	-10.2%	?	-9.0%
O=c1c2ccccc2ncn1-c1ccccc1C(F)(F)F	1.7%	.	0.1%	10.5%[46 µM]	-2.8%	2.2%	0.4%	i
Fc1ccc2c(c1)C(c1cccnc1)=NNC(c1cccs1)=N2	-3.0%	-11.3%	-3.2%	?	0.2%	?	?	-1.8%
Cc1c(C(=O)O)sc2nc(C)n(C)c(=O)c12	0.7%	0.4%	14.4%	7.3%	4.5%	2.2%	-0.5%	-4.2%
COC(=O)c1ccc(C2c3c(n[nH]c3C)C(=O)N2c2ccc(C)cc2)cc1 (stereo not given)	-2.3%	-5.6%	3.0%	-4.8%	1.5%	-2.8%	-0.6%	-9.6%
CN(C)C(CNC(=O)Nc1cccc(Cl)c1)c1cccnc1 (stereo not given)	0.9%	10.9%	14.2%	-14.4%	-0.5%	10.0%	-9.2%	5.5%
CN(C)C(=S)Nc1cccc(C(F)(F)F)c1	.	.	3.6%	.	6.8%	.	-10.5%	-12.0%
Cc1nc2cc(Cl)ccc2n1CCO	2.1%	15.5%	.	-9.1%	5.1%	7.0%	4.3%	i
Cc1ccc(S(=O)(=O)NC(=O)Nn2c(C)nnc2C)cc1	0.4%	-13.9%	9.5%[11.4 µM]	5.3%	4.2%	16.4%	0.8%	-10.7%
Cc1cc(C(=O)Cn2cc(C(F)(F)F)ccc2=O)c(C)n1-c1ccccc1	1.0%	1.7%	-0.8%	-13.6%	3.2%	?	3.4%	7.5%
COc1cc2c(cc1OC)C(c1cc3ccccc3oc1=O)=NC(C)(C)C2	-3.2%	-82.3%[inhibitor]	-12.3%	?	?	-1.0%	-7.4%	-3.8%
CCOc1ccccc1-c1nc2c(C(C)(C)C)nn(C)c2c(=O)[nH]1	0.9%	-20.2%	7.0%	.	?	9.7%	-6.0%	1.2%
COCCCn1c(SCC(=O)Nc2ccc(NC(=O)c3ccco3)c(OC)c2)nc2ccccc2c1=O	0.5%	-7.1%	1.8%	-11.6%	?	?	-14.7%	-4.0%
CN(C)c1ccnc2sc(C(N)=O)c(N)c12	-3.9%	0.9%	.	25.7%	?	?	-17.2%	-0.9%
CCOC(=O)N/N=C/c1cc(OC)c(O)c(OC)c1	-0.4%	20.7%	1.5%	?	-28.7%	5.5%	-10.5%	3.4%
CCN(CC)S(=O)(=O)c1cccc(NC(=O)COC(=O)/C=C/c2ccco2)c1	0.6%	-2.9%	?	?	2.2%	25.1µM*	-7.0%	-16.3%
CC(=O)Oc1ccc(/C=C2/CCc3ccccc3C2=O)cc1	.	.	-19.1%	.	-6.8%	?	?	10.2%

Taken from above.
Reading of NCCCC[C@@H]1NC(=O)[C@H](CCC(=O)O)NC(=O)c2cc([N+](=O)[O-])cc(I)c2SC[C@@H](C(=O)NCC(N)=O)NC1=O under ALDH1A1 block: 4.3%
Reading of CCN(CC)S(=O)(=O)c1cccc(NC(=O)COC(=O)/C=C/c2ccco2)c1 under ALDH1A1 block: 25.1µM*
Reading of COC(=O)C1=C(C)Nc2c(c(=O)n(C)c(=O)n2C)C1c1cccnc1 (stereo not given) under Tau fibril ThT: 0.7%

Returning to the listing, repeating the 2 entries before the break.
SMILES	KinaseGlo FLuc	SMN2 splice enh	L3MBTL1 inh	LMNA splice mod	KDM4E inh	ALDH1A1 block	Tau fibril ThT	RECQ1 helicase
CCN(CC)S(=O)(=O)c1cccc(NC(=O)COC(=O)/C=C/c2ccco2)c1	0.6%	-2.9%	?	?	2.2%	25.1µM*	-7.0%	-16.3%
CC(=O)Oc1ccc(/C=C2/CCc3ccccc3C2=O)cc1	.	.	-19.1%	.	-6.8%	?	?	10.2%
COc1ccccc1NC(=O)Cc1noc(CSc2cccc[n+]2[O-])n1	0.4%	?	.	0.4%	-1.1%	-0.9%	-8.7%	i
COc1ccc(OC)c(NC(=O)C2=C(C)Nc3ncnn3C2c2cccs2)c1 (stereo not given)	-4.2%	19.3%	-1.5%	10.5%	4.5%	-5.8%	-15.7%	-10.5%
COc1cccc(NC(=O)Cn2c3ccccc3c3nc4n(c(=O)c32)CCS4)c1	1.4%	4.1%	39.5%[activator]	.	?	?	-6.3%	-11.4%
Cc1nonc1CN(C)C(=O)CC1C(=O)NCCN1Cc1c(F)cccc1Cl (stereo not given)	-0.3%	.	3.7%	-6.0%[46 µM]	-0.8%	-5.7%	?	16.6%
CCC1Oc2ccccc2N(CC(=O)NCc2cccs2)C1=O (stereo not given)	-2.5%	-4.9%	.	12.5%[46 µM]	10.8%	-13.9%	-0.5%	3.6%
O=C(OCC#CCSc1nnc(-c2cccc3ccccc23)o1)c1ccco1	-3.6%	-6.5%	?	2.5%	?	?	?	-11.3%
COc1cccc(C2CC(C(F)(F)F)n3nc(C(=O)NCc4cccnc4)cc3N2)c1 (stereo not given)	-5.6%	-13.3%	-1.4%	?	-5.2%	4.6%	-5.0%	-3.4%
CC[N+]1(CC)CC2CCC(C)(C1)C2(C)C (stereo not given)	-5.2%	-21.9%	.	.	8.5%	5.6%	1.5%	-14.1%
CCc1nnc(NC(=O)Cc2cc(OC)c(OC)c(OC)c2)s1	2.0%	18.1%	5.1%	-7.9%[46 µM]	5.2%	1.0%	6.3%	-11.6%
CNc1nc(N/N=C/c2ccc([N+](=O)[O-])cc2)nc(Nc2ccccc2)n1	-0.8%	-30.1%[inhibitor]	-9.5%	-15.4%	-6.8%	?	3.98µM*	10.7%
c1cnn(-c2cc(N3CCOCC3)ncn2)c1	-3.0%	-14.0%	14.9%	-9.7%	-0.1%	8.7%	0.1%	4.5%
COC1=CC(=O)C=C(OC)C1=O	-1.3%	-65.2%[inhibitor]	.	.	?	-3.9%	10µM*	i
COC(=O)C1=C(C)N(CC2CC2)C(=O)N[C@H]1CCc1ccccc1	0.5%	-1.4%	.	.	-6.0%	6.3%	-5.2%	i
COc1cccc(S(=O)(=O)NCc2ccc(C(=O)Nc3ccc(Cl)c(Cl)c3)cc2)c1	3.3%	-5.6%	.	?	-3.4%	6.7%	6.0%	-2.5%
Nc1nc2c(ncn2[C@@H]2O[C@H](COP(=O)(O)OP(=O)(O)O)[C@@H](O)[C@H]2O)c(=O)[nH]1	.	?	.	.	.	-6.6%	3.1%	i
Clc1cncc(Cl)c1N/N=C/c1ccncc1	-3.1%	-0.7%	3.1%	6.5%	-0.5%	1.8%	-2.5%	0.8%
CN(C)/C=C/C(=O)/C=C/c1cn(-c2ncc(C(F)(F)F)cc2Cl)c2ccccc12	2.6%	12.0%	-14.3%	?	?	-5.0%	?	-12.3%
CC1CN(C(=O)C(C)N2C(=O)c3ccccc3C2=O)CC(C)O1 (stereo not given)	-5.5%	6.7%	1.6%	0.4%	7.7%	13.1%	5.3%	-12.8%
CCO/C(C)=N/n1c2nc3ccccc3nc2c2c(=O)n(C3CCCC3)c(C)nc21	-1.6%	11.3%	-5.0%	-6.5%	?	?	-14.8%	0.4%
CC(=O)/C=C/n1c(=S)oc2ccccc21	-6.1%	-9.6%[1.84 µM]	-2.3%	?	2.8%	7.94µM*	?	-9.9%

Compound activity from PubChem.
